# Screens deposited in PubChem BioAssay by National Center for Advancing Translational Sciences (NCATS).
# PTHR1 ag: activates the human parathyroid hormone receptor PTHR1; 0.075% of 410,000 active; HEK293 GP2 PTHR1 cells, GloSensor cAMP luminescence, 1 h; Q03431; Potency, µM (doses to about 115 µM), for inactives: at the highest dose activation, usual class: activators; also: potency is read from the fitted curve at half-maximal effect; nearly all actives have a fitted effect of over 55% in size; some results filed as inactive show a strong effect at the top dose; inactives centre near -15; many of its hits are not listed in these tables
# Target sequence (Q03431 whole entry, looked up): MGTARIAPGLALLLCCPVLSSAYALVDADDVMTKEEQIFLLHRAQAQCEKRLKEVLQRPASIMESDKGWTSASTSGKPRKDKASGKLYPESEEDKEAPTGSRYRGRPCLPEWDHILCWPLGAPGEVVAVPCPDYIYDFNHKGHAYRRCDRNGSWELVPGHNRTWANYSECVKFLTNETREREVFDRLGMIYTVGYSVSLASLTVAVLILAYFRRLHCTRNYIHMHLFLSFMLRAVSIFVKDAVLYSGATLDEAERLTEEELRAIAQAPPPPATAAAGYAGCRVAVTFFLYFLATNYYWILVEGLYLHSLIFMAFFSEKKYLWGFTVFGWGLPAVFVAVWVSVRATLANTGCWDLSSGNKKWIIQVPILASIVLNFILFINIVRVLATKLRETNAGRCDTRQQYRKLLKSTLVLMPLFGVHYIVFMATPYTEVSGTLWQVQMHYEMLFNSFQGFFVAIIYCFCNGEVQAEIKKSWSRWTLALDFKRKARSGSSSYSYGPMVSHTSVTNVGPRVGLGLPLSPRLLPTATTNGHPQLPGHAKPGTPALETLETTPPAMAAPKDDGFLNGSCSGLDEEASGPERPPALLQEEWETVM
#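 HEK-293-derived GP2 cells expressing PTHR1 and a GloSensor cAMP reporter, 3,000/well, plated overnight, given luciferin plus IBMX (each 0.5 mM as added) for 1 h at 37 °C, then compound for 1 h at 37 °C. Luminescence was read after 15 min at room temperature.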
# GLP1R cytotox: cytotoxicity in counter-screen for GLP-1R inverse agonists. HEK293 cAMP-luciferase reporter cells, luminescence, 24 h. Potency, µM (series often up to 38.3 µM), for the others: at the top dose activity change, negative = inhibition, usual class: inhibitors. 0.13% of 410,000 active. AID 624418;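 also: loss of luciferase light is scored as toxicity; potency is read from the fitted curve at half-maximal effect; % is scaled to controls: 0 for no effect and ±100 for the full control effect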
#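 To flag toxic compounds, the library was rerun on cells for 24 hr at 37 deg C and 5% CO2. Viability-linked luminescence was captured 12 min after adding luciferase detection reagent.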
# FUS yeast rescue: suppressors of FUS proteinopathy in yeast; Potency, µM (series often up to 76.6 µM), without a hit: at the top dose growth rescue (activation), most hits filed as activators; S. cerevisiae FUS-expressing, growth rescue, OD600, 24 h; AID 1347120; 0.24% of 390,000 active;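 also: potency is read from the fitted curve at half-maximal effect; plate controls were DMSO vehicle for no effect and reference control for full effect; nearly all actives have a fitted effect of over 55% in size; some results filed as inactive show a strong effect at the top dose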
#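 S. cerevisiae expressing FUS from galactose induction served as the toxicity model. Growth after 24hr at 30C, read as absorbance at 600 nm, indicates suppression of toxicity; compounds dosed at several concentrations.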
# Mm-Cpn inhibitor: blocks the Methanococcus maripaludis chaperonin Mm-Cpn. purified Mm-Cpn ATPase, ADP Transcreener TR-FRET. Potency, µM (titrated, usually from 76.9 µM), without a hit: at the top dose activity, negative = inhibition, most hits filed as inhibitors. 0.031% of 330,000 active. AID 504842; also: potency is read from the fitted curve at half-maximal effect; % is scaled to controls: 0 for no effect and ±100 for the full control effect; nearly all actives have a fitted effect of over 80% in size
#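 Purified archaeal chaperonin (25 nM final) was preincubated with compound for 10 min at 37°C, then ATP (10 uM final) was added for 30 min at 37°C in Tris pH 7.4/KCl/MgCl2/DTT buffer. ADP was quantified by HTRF Transcreener TR-FRET.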
# aSyn rescue: alpha-synuclein toxicity inhibition in yeast. Yeast expressing alpha-synuclein, growth rescue, BacTiter-Glo, 24 h. Potency, µM (titrated, usually from 46.1 µM), inactives show top-dose growth rescue (activation), actives largely listed as activators. 0.14% of 370,000 active; also: potency is read from the fitted curve at half-maximal effect; % of control where 0% means no effect; nearly all actives have a fitted effect of over 65% in size
#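 Rescue of yeast growth: cells expressing toxic alpha-synuclein, induced in galactose at OD600 0.02, incubated with compound 24 h at 30 C. ATP luminescence quantified growth; inhibitors of toxicity appear as activators.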
# pAkt inh: inhibitors of Akt phosphorylation; Neuro2A IGF-stimulated pAkt S473 HTRF, 20 min; stronger effect = lower value; activity change, % for hits at 50 µM; 0.32% of 360,000 active; AID 651550; in the data active = activity change below about -80%; inconclusive = mostly about -51% to -80%; also: % is scaled to controls: 0 for no effect and ±100 for the full control effect
#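 Neuro2A cells in DMEM with 0.5% FBS, overnight at 37 deg C, given compound at single 50 µM final, then IGF (6 nM final) for 20 min at 37 deg C. Lysed; phospho-Akt Ser473 by HTRF after 24 h, 665/615 ratio.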
# GLP-1R inv ag: acts as inverse agonist at human GLP-1 receptor. P43220. HEK293 GLP-1R CRE-luciferase, luminescence, 24 h; GLP-1R form is constitutively active. Potency, µM (titrated, usually from 38.3 µM), for inactives: at the top dose activity change, negative = inhibition, most hits filed as inhibitors. 1.6% of 410,000 active. AID 624417; also: potency is read from the fitted curve at half-maximal effect; % is scaled to controls: 0 for no effect and ±100 for the full control effect; nearly all actives have a fitted effect of over 55% in size
# Target sequence (P43220 whole entry, looked up): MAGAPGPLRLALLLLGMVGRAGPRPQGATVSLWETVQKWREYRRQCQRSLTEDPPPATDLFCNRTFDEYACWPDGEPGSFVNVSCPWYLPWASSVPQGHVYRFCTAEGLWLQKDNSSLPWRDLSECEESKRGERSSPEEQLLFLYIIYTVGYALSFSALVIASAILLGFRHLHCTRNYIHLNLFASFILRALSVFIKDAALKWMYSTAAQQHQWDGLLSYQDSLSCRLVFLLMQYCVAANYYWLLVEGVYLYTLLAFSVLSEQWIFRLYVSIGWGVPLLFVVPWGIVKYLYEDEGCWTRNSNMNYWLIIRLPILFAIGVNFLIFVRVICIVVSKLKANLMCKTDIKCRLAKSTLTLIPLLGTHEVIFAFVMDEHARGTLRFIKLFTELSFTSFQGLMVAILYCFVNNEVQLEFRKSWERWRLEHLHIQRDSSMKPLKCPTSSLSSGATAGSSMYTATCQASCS
#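 Constitutively active GLP-1R drives a cAMP-responsive luciferase in stably transfected HEK293 cells; test compounds are added after overnight (12 h) attachment and left 24 hr, and signal loss in luminescence marks inhibition.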
# Abeta rescue: compounds reversing amyloid beta toxicity in yeast | yeast expressing A-beta42, growth rescue, OD600, 48 h; response scale: 0% DMSO, 100% iron-clioquinol control | AID 1347071 | 0.063% of 410,000 active | Potency, µM (titrated, usually from 46.1 µM), without a hit: top-dose growth rescue, hits mostly activators; also: potency is read from the fitted curve at half-maximal effect; nearly all actives have a fitted effect of over 55% in size
#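 Growth rescue measured by 600 nm absorbance after 48 h yeast culture at 30 C with compound. Values normalized between DMSO and an equimolar ferric chloride plus clioquinol control.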
# TDP-43 yeast inh: TDP-43 toxicity inhibition in yeast; Potency, µM (highest dose often 46.1 µM), for the others: at the highest dose growth rescue (activation), actives largely listed as activators; 1.8% of 410,000 active; TDP-43 expressing yeast growth rescue, BacTiter-Glo, 24 h; AID 652104; also: potency is read from the fitted curve at half-maximal effect; % of control where 0% means no effect; nearly all actives have a fitted effect of over 50% in size
#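 Galactose-induced TDP-43 yeast, OD600=0.02, compound pinned; 24 hr, 30 deg C; BacTiter-Glo luminescence for growth. Inhibitors of TDP-43 toxicity read as activators.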
# Active calls of the source: *; i = inactive; ? = inconclusive; . = not tested or not shown; [ ] = another dose, or the depositor's remark. Unless noted, calls follow the shape of the dose curve; as a rule, active = well fitted curve in the direction sought with a large enough effect; inconclusive = small, poorly fitted or top-dose-only effect, or another doubt; inactive = no such curve, though single readings can be large; an effect the other way counts as inactive or inconclusive. An excerpt (hit frequency here may not be typical).
SMILES,PTHR1 ag,GLP1R cytotox,FUS yeast rescue,Mm-Cpn inhibitor,aSyn rescue,pAkt inh,GLP-1R inv ag,Abeta rescue,TDP-43 yeast inh
Cc1ccccc1-c1nc(CS(=O)CC(=O)NCc2ccccc2)c(C)o1 (configuration not stated),-4%,-12%,11%,-3%,1%,i,-31%,1%,28%
O=C(CC(C(=O)c1ccccc1)c1ccccc1)c1ccccc1 (configuration not stated),-7%,9%,9%,.,13%,i,10µM*,-5%,-16%
O=C(Oc1ccccc1C(=O)Oc1ccccc1)c1ccco1,18%[57.5 µM],1%,79%,1%,-13%,i,?,-10%,-18%
Cc1c(CCC(=O)N[C@@H](C)C(=O)O)c(=O)oc2c(C)c3oc4c(c3cc12)CCCC4,i,6%,1%,0%,-1%,i,0%,-10%,16%
O=C(/C=C/c1ccccc1)Nc1nnc(SCC(=O)c2ccc3ccccc3c2)s1,-24%,4%[1.53 µM],-7%,-4%,-6%,i,6%,18%,15%
Cc1ccccc1NC(=O)COc1ccccc1C,i,-1%,5%,0%,-8%,i,-5%,19%,0%
Cc1cccc(C(=O)N2CCN(c3ccc([N+](=O)[O-])c(NCc4ccco4)c3)CC2)c1,-24%,?,18%,2%,4%,i,45%[activator],5%,11%
Cc1cc(Cl)c(S(=O)(=O)N2CCCC2)cc1OCC(N)=O,i,7%,-4%,3%,1%,i,7%,-13%,-9%
Cc1ccc(O/C=C2\OC(=O)c3ccccc32)cc1,i,-1%,19%,-1%,2%,i,0%,21%,0%
CCOc1cc(C2NC(=O)c3c(sc4c3CCN(C)C4)N2)ccc1OC(=O)c1ccc(F)cc1 (configuration not stated),i,8%,-9%,.,.,.,17%,-5%,12%
COc1ccc(-n2c(C)cc(/C=C/c3nc(O)c([N+](=O)[O-])c(=O)[nH]3)c2C)cc1,-2%,-4%,4%,-2%,-1%,i,24%,-5%,13%
CCC(C)(C)n1nnnc1C(c1ccccc1F)N1CCC(C(N)=O)CC1 (configuration not stated),21%,-3%,.,-1%,-2%,i,-3%,10%,1%

# 3 entries already listed, arranged by length of the SMILES, high to low.
SMILES,PTHR1 ag,GLP1R cytotox,FUS yeast rescue,Mm-Cpn inhibitor,aSyn rescue,pAkt inh,GLP-1R inv ag,Abeta rescue,TDP-43 yeast inh
Cc1cc(Cl)c(S(=O)(=O)N2CCCC2)cc1OCC(N)=O,i,7%,-4%,3%,1%,i,7%,-13%,-9%
O=C(CC(C(=O)c1ccccc1)c1ccccc1)c1ccccc1 (configuration not stated),-7%,9%,9%,.,13%,i,10µM*,-5%,-16%
Cc1ccc(O/C=C2\OC(=O)c3ccccc32)cc1,i,-1%,19%,-1%,2%,i,0%,21%,0%

# More entries follow:
SMILES,PTHR1 ag,GLP1R cytotox,FUS yeast rescue,Mm-Cpn inhibitor,aSyn rescue,pAkt inh,GLP-1R inv ag,Abeta rescue,TDP-43 yeast inh
COc1ccc(C(C(=O)NC2CCCC2)N(Cc2ccc(F)cc2)C(=O)c2ccn[nH]2)cc1OC (configuration not stated),i,9%,-1%,1%,5%,i,-9%,-5%,-21%
CCn1c(=O)c2sccc2n2c(CCCC(=O)N3CCN(c4ccc(OC)cc4)CC3)nnc12,-11%,5%,-10%,.,.,.,21%,-14%,14%
CC1CC(=O)Nc2ccccc2N1C(=O)CSc1ccc2ccccc2n1 (configuration not stated),-1%,-3%,23%,-4%,-5%,i,8%,6%,2%
COc1ccc(N2C(=O)c3ccccc3NC2c2ccc(OC)c(Cn3cc([N+](=O)[O-])cn3)c2)cc1 (configuration not stated),-24%,1%,19%,0%,10%,i,15%,14%,4%
N=c1nc2n(cc1F)C1OC(CO)C(O)C1O2 (configuration not stated),i,-19%,.,.,-2%,i,-20%,-1%,0%
Cc1ccnc(NS(=O)(=O)c2ccc(NC(=O)/C=C/c3ccccc3)cc2)n1,i,5%,-13%,2%,-9%,i,68%[activator],4%,3%
CCCc1cc(=O)[nH]c(SCC(=O)c2cc(C)n(CC3CCCO3)c2C)n1 (configuration not stated),i,-4%,11%,-3%,-2%,i,-26%,-4%,0%
CCOC(=O)c1c(C)[nH]c(CCC(=O)Nc2ccc(Cl)cc2C)c1C,i,1%,2%,.,.,.,-20%,-26%,10%
COc1cccc(C(=O)Nc2ccc(S(=O)(=O)NCc3ccco3)cc2)c1,-6%[57.5 µM],-1%,13%,-4%,2%,i,1%,-4%,-3%
CCC[N+](CC#Cc1ccccc1)(CCC)CC(=O)c1ccc(Cl)cc1,-24%,0%,.,0%,25%,i,?,2%,16%
Clc1ncn(CCOc2ccccc2)c1Cl,i,-2%[0.307 µM],8%,1%,?,i,15%[0.307 µM],13%,18µM*
COc1ccccc1NC(=O)CN1C(=O)c2ccccc2Sc2ccc(C(=O)N3CCCC3)cc21,i,3%,2%,.,.,.,8%,13%,0%

# Looked up by structure from above (3):
SMILES,PTHR1 ag,GLP1R cytotox,FUS yeast rescue,Mm-Cpn inhibitor,aSyn rescue,pAkt inh,GLP-1R inv ag,Abeta rescue,TDP-43 yeast inh
Cc1ccnc(NS(=O)(=O)c2ccc(NC(=O)/C=C/c3ccccc3)cc2)n1,i,5%,-13%,2%,-9%,i,68%[activator],4%,3%
N=c1nc2n(cc1F)C1OC(CO)C(O)C1O2 (configuration not stated),i,-19%,.,.,-2%,i,-20%,-1%,0%
CCCc1cc(=O)[nH]c(SCC(=O)c2cc(C)n(CC3CCCO3)c2C)n1 (configuration not stated),i,-4%,11%,-3%,-2%,i,-26%,-4%,0%

# Additional results follow.
SMILES,PTHR1 ag,GLP1R cytotox,FUS yeast rescue,Mm-Cpn inhibitor,aSyn rescue,pAkt inh,GLP-1R inv ag,Abeta rescue,TDP-43 yeast inh
Cc1ccccc1Nc1nnc(-c2ccc(C)c(S(=O)(=O)N3CCN(C)CC3)c2)c2ccccc12,i,0%,2%,.,.,.,?,-3%,?
COc1cc(OC)c(NC(=O)N2CCOCC2)cc1Cl,-20%,0%,5%,-7%,-9%,i,12%,-3%,12%
CCc1ccc(C(=O)Cn2cnc3cc([N+](=O)[O-])ccc3c2=O)cc1,-23%,3%,-33%,-5%,-4%,i,-11%,-4%,-46%
COC(=O)c1[nH]c2ccc(Cl)cc2c1NC(=O)CCN1CCOCC1,-47%[inhibitor][57.5 µM],0%,-3%,2%,-1%,i,2%,-5%,8%
COc1cc(C2C(C#N)=C(N)Oc3cc(C)oc(=O)c32)cc(OC)c1OC (configuration not stated),i,-1%,0%,1%,3%,i,-9%,-9%,1%
COCCN(CCOC)S(=O)(=O)c1ccc(C(=O)Nc2nc3c(s2)CCc2ccccc2-3)cc1,i,4%,.,-1%,-1%,i,3%,-7%,-24%
COc1cccc(/C=C2\SC(=S)NC2=O)c1OS(=O)(=O)c1ccc(NC(C)=O)cc1,i,?,9%,1%,-6%,i,-18%,-7%,0%
O=C(Cc1ccsc1)Nc1cc(F)ccc1F,-1%,18%,-24%,0%,0%,i,4%,13%,26%
CN(Cc1ccccc1)C(=O)c1ccc(NC(=O)Cc2cccc(NC(=O)C3CCCN(C(=O)C4CCCCC4)C3)c2)cc1 (configuration not stated),i,10%,?,-1%,-1%,i,8%,-10%,-15%
CC(=O)c1c(C)nc2ccc(Br)cc2c1C(=O)O,8%,-14%,-9%,1%,0%,i,-15%,-21%,8%
COc1ccc(Nc2nc(N3CCCC3)c3ccccc3n2)cc1,-26%,?,.,2%,4%,i,5%,-13%,-9%
COc1ccc(C2=NC(C)(C)N(CC(=O)Nc3cccc(C)c3)C2=O)cc1,-16%,-8%,0%,.,.,.,-13%,15%,?
CCOC(=O)CSc1nc2cc(C(=O)NCc3ccco3)ccc2c(=O)n1C1CCCCC1,24%,19%,29%,-2%,-5%,i,0%,-4%,-15%
CC(C)Oc1cccc(NC(=O)C2CCN(S(=O)(=O)Cc3ccccc3)CC2)c1,i,-2%,8%,.,.,.,?,-4%,10%
O=C1CC(NC2CCN(C(=O)c3cccc(F)c3)CC2)C(=O)N1 (configuration not stated),i,0%,-9%,0%,1%,i,2%,-4%,-13%
CCOC(=O)C1(CC2CCCCO2)CCN(S(=O)(=O)c2cc(C)cs2)CC1 (configuration not stated),-55%[inhibitor],-6%,19%,-1%,4%,i,-15%,4%,-3%
COc1ccc(N2CCN(C3CCCN(C(=O)CN4CCOC4=O)C3)CC2)cc1 (configuration not stated),i,-8%,.,-7%,-3%,i,6%,-9%,4%
COc1ccc2nc(NC(=O)c3nc(SC(C)C)ncc3Cl)sc2c1,i,0%,19%,.,.,.,2%,-15%,-6%
O=C(O)C(CCc1ccccc1)N1CCOCC1 (configuration not stated),-9%,2%,-7%,.,-2%,i,14%,-2%,0%
CC(=O)N(CC(=O)O)c1ccccc1,-20%,-5%,-27%,0%,0%,i,2%,-2%,1%

# One compound at a time, from the list above. Order of values: PTHR1 ag, GLP1R cytotox, FUS yeast rescue, Mm-Cpn inhibitor, aSyn rescue, pAkt inh, GLP-1R inv ag, Abeta rescue, TDP-43 yeast inh
# Listed for COc1ccc2nc(NC(=O)c3nc(SC(C)C)ncc3Cl)sc2c1 : i, 0%, 19%, ., ., ., 2%, -15%, -6%
# Listed for COc1ccc(N2CCN(C3CCCN(C(=O)CN4CCOC4=O)C3)CC2)cc1 (configuration not stated) : i, -8%, ., -7%, -3%, i, 6%, -9%, 4%
